# Chronic BCR inh = chronic active BCR signaling inhibition. ABC-DLBCL IkBa-CBG/CBR reporter, luminescence ratio, 4 h. Potency, µM (doses to about 46.1 µM), inactives show at the top dose ratio change, negative = lower green/red ratio, actives largely listed as inhibitors. actives 0.05% (n = 340,000). AID 493014; active = well fitted inhibition curve with a large enough effect in the signal ratio, with a control signal flat, not every such curve was filed as active; inconclusive = small, poorly fitted or top-dose-only effect, or effect the other way, or a change in a side signal; the % refers to the signal ratio;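 also: potency is read from the fitted curve at half-maximal effect; plate controls were basal doxycycline-induced cells for no effect and cells given 10 µM MG132 for full effect; MG132 reads +100%, hits lower the ratio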
#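 Concentration-response series (up to 46 uM) were applied to TMD8 dual-reporter cells for 4 h at 37C with doxycycline. Green/red ratio, after filter-overlap correction, defined %Activity; red signal alone was normalised to basal cells and zero luminescence.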
# TSHR antagonist = blocks TSH signaling through the human TSH receptor. TSHR-expressing cells, TSH-stimulated cAMP HTRF, 2 h; stronger effect = lower value. AID 504810. activity change, negative = inhibition, % at 11.5 µM. actives 0.2% (n = 330,000). P16473;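 active = activity change below a set negative limit, meaning inhibition stronger than a set level, cut at about -70% in these data; inconclusive = activity change between two set negative limits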; also: % is scaled to controls: 0 for no effect and ±100 for the full control effect
# Target sequence (P16473 whole entry, looked up): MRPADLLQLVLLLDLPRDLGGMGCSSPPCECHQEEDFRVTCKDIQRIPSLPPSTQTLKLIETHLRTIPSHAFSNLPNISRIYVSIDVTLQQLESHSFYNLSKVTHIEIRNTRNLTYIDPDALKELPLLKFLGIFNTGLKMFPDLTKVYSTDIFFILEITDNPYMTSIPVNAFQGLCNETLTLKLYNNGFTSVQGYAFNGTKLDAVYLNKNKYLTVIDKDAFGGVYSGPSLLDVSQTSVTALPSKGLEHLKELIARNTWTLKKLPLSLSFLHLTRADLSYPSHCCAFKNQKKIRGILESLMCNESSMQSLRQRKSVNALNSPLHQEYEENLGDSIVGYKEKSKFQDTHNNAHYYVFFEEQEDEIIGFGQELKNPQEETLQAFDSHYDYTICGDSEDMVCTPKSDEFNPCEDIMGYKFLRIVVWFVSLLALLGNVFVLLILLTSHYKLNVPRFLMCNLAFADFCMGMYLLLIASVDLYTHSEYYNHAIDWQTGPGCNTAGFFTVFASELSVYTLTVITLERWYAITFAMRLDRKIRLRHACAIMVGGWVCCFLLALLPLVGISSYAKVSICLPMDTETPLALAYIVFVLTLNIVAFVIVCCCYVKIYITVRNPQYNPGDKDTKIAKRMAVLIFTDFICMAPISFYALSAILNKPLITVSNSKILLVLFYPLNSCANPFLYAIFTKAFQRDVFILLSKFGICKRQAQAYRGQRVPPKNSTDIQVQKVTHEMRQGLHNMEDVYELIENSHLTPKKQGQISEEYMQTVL
#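 Cell-based HTRF cAMP assay; TSHR cells + compound, TSH EC80 (4nM final), 2 h, 37 deg C. Lysis with anti-cAMP cryptate and cAMP-d2, 30 min RT, read 665/620 nm.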
# TSG101-PTAP inh = blocks PTAP/TSG101 interaction to inhibit HIV-1 budding; Potency, µM (doses to about 115 µM), inactives show top-dose activity change, negative = inhibition, most hits filed as inhibitors; Q99816; AID 493005; Fluorescence polarization, FITC-PTAP peptide / Tsg101 binding; 340,000 tested, under 10 active; active = well fitted inhibition curve with a large enough effect in the main read-out, with a control signal flat, not every such curve was filed as active; inconclusive = small, poorly fitted or top-dose-only effect, or effect the other way, or a change in a side signal; inactive = no such curve, though single readings can be large or run the other way; also: potency is read from the fitted curve at half-maximal effect; % of control where 0% means no effect
#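 Fluorescence polarization binding of Tsg101 binding domain (10 uM final) to FITC-labeled PTAP peptide (50 nM final) in HEPES pH 7.5 buffer with NaCl, Tween 20, EDTA, TCEP. Compounds added before peptide; binding 20 min at RT.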
# a7 integrin act = activates integrin-mediated alleviation for muscular dystrophy. alpha7betagal myoblasts, beta-gal FDG fluorescence, 48 h. Potency, µM (series often up to 38.3 µM), without a hit: at the top dose activation, most hits filed as activators. actives 0.064% (n = 350,000). AID 624291;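 also: potency is read from the fitted curve at half-maximal effect; 100% = response of the positive control SU9516; nearly all actives have a fitted effect of over 60% in size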
#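 alpha7betagal+/- myoblasts (passage 13, 250/well) treated 48 h at 37C with compounds at 1:260 dilution of DMSO stock. Lysed, then beta-galactosidase activity read as FDG fluorescence (ex 480/em 540) after 30 min, with pre-read for autofluorescence.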
# Eya2 phos inh = blocks the phosphatase activity of human Eya2; recombinant Eya2, OMFP fluorescence dephosphorylation (OMFP is methylfluorescein phosphate); Potency, µM (doses to about 76.9 µM), inactives show at the highest dose activity, negative = inhibition, usual class: inhibitors; actives 0.006% (n = 330,000); also: potency is read from the fitted curve at half-maximal effect; % is scaled to controls: 0 for no effect and ±100 for the full control effect
#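 Eya2 protein (added as 0.2 uM solution) was preincubated with compound for 10 min at ambient temperature in 50 mM HEPES pH 7.5, 50 mM NaCl, 5 uM MgCl2, 0.05% BSA, 1 mM DTT. OMFP (added at 50 uM) then reacted 10 min; fluorescence read at 485/525 nm.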
# Mito fusion act = mitochondrial division inhibition or fusion activation; S. cerevisiae fusion-defective mutant growth rescue, CellTiterGlo 48 h; Potency, µM (series often up to 46.1 µM), inactives show at the top dose growth rescue (activation), actives largely listed as activators; actives 0.23% (n = 320,000); AID 485298;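 also: potency is read from the fitted curve at half-maximal effect; % of control where 0% means no effect; nearly all actives have a fitted effect of over 45% in size; temperature-sensitive fusion mutants such as fzo1-1 at 37 °C on non-fermentable ethanol glycerol medium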
#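 Growth-rescue viability read-out: after 48 h at the non-permissive 37C in glycerol/ethanol YPEG, yeast mitochondrial fusion mutants are measured by CellTiterGlo luminescence; compounds (23 nl pinned per well) restoring growth score as division inhibitors or fusion activators.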
# ELG1 repair inh = blocks ELG1-dependent DNA repair in HEK293T cells; AID 504467; actives 2.3% (n = 330,000); HEK293T ELG1-luciferase reporter, luminescence, 16 h; DNA damage induced by 5-fluorouridine; Potency, µM (highest dose often 46.1 µM), for inactives: top-dose activity change, negative = inhibition, hits mostly inhibitors; also: potency is read from the fitted curve at half-maximal effect; % is scaled to controls: 0 for no effect and ±100 for the full control effect; nearly all actives have a fitted effect of over 55% in size
#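 Quantitative HTS, concentration-response format. 2,000 cells/well co-treated with 5-fluorouridine and compound, 16 hr in 5% CO2 at 37 °C; ONE-Glo luminescence read after 30 min.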
# TCR activator = activates T cell receptor signaling; primary human leukocytes, anti-CD3, IL-2 HTRF, 48 h; Potency, µM (doses to about 9.22 µM), inactives show at the highest dose activation of IL-2 secretion, actives largely listed as activators; 330,000 tested, under 10 active; AID 504894; also: % of control where 0% means no effect
#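 Readout: HTRF IL-2, Eu-cryptate/d2 antibody pair, 320nm excitation, 665nm emission. Stimulus: a-CD3 beads, no co-stimulation. Cells: primary human leukocytes. Exposure: 48 hr with compound.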
# Tb PFK inh = inhibitors of T. brucei phosphofructokinase. actives 0.17% (n = 330,000). T. brucei PFK, ADP-Glo luminescence. Potency, µM (titrated, usually from 57.5 µM), for inactives: at the highest dose activity, negative = inhibition, usual class: inhibitors. O15648;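 also: potency is read from the fitted curve at half-maximal effect; 0% = uninhibited 1x PFK enzyme wells and -100% = no-enzyme wells; nearly all actives have a fitted effect of over 60% in size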
#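 1.25 nM PFK with 0.5 mM F6P and 0.1 mM ATP in 0.1 M TEA pH 8.0, 5 mM MgCl2, incubated 45 min at room temperature; ADP measured by ADP-Glo luminescence; compounds titrated up to 57 uM.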
# A-T KAP1 phos = candidate therapy for ataxia-telangiectasia; actives 0.19% (n = 320,000); AID 485349; […] A-T fibroblasts, KAP-1 phosphorylation AlphaLISA; neocarzinostatin DNA damage 30 min before lysis; Potency, µM (top dose mostly 57.5 µM), for inactives: at the top dose activation, most hits filed as activators; also: potency is read from the fitted curve at half-maximal effect; % of control where 0% means no effect; nearly all actives have a fitted effect of over 45% in size
#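 ATM-like activity read as KAP-1 phosphorylation via AlphaLISA donor/acceptor antibody pairs after lysis and 6 hr at 25C. Cells were ATM-null patient fibroblasts ([…], hTERT), dosed 60 min, then exposed to the DSB inducer NCS for 30 min.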
# ASM inhibitor = human S-ASM enzyme inhibition; AID 504937; Potency, µM (doses to about 57.5 µM), inactives show top-dose activity change, negative = inhibition, actives largely listed as inhibitors; actives 0.006% (n = 340,000); placental ASM, HMU-PC fluorogenic substrate, 60 min; also: potency is read from the fitted curve at half-maximal effect
#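 Fluorogenic HMU-PC substrate (9 uM final) is turned over by placental ASM in 60 min at 37 C after a 10 min compound preincubation. Reaction ended by alkaline stop (pH 10), with fluorescence read at 386/447 nm.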
# Starred values were filed as active, the others as inactive; u = inconclusive; x = not tested or not shown; [ ] = dose if it differs, or a comment. Unless noted, calls follow the shape of the dose curve; as a rule, active = well fitted curve in the direction sought with a large enough effect; inconclusive = small, poorly fitted or top-dose-only effect, or another doubt; inactive = no such curve, though single readings can be large; an effect the other way counts as inactive or inconclusive.
SMILES,Chronic BCR inh,TSHR antagonist,TSG101-PTAP inh,a7 integrin act,Eya2 phos inh,Mito fusion act,ELG1 repair inh,TCR activator,Tb PFK inh,A-T KAP1 phos,ASM inhibitor
Cc1ccc(SC2=C(C(=O)O)CCCC2)cc1,13%,3,-10%,14%,1%,29%,-1%,7%,-2%,3%,-3%
CCc1nc(Nc2ccccc2F)c2oc3ccccc3c2n1,u,1,-3%,0%,3%,-23%,-8%,-6%,7%,15%,-1%
COc1ccc(C(=O)CSc2nnc(CNc3ccc(C)cc3C)n2Cc2ccco2)cc1,-1%,-6,-1%,-18%,-7%,12%,u,-1%,0%,10%,-12%
Cc1noc(C)c1C(=O)OCC(=O)N1CCc2ccccc21,-3%,x,-8%,26%,-29%,x,u,-7%,-6%,16%,2%
COc1ccc(C(C(=O)NCC2CCCO2)N(C(=O)CNC(=O)c2ccco2)c2cc(C)ccc2C)cc1OC (stereo not given),-3%,20,-3%,-5%,-18%,1%,5%,4%,3%,-2%,0%
O=C(NCc1ccc2c(c1)OCO2)c1c(-c2ccccc2)sc2ccccc12,9%,-14,1%,14%,-3%,x,u,16%,4%,-3%,-6%
CSc1cccc(Nc2ccc(S(=O)(=O)N3CCOCC3)cc2[N+](=O)[O-])c1,-12%,-2,-6%,21%,-4%,14%,-27%,x,-4%,-3%,-18%
Cc1nn(C)c(C(=O)NNC(=S)Nc2ccc(Cl)cc2)c1[N+](=O)[O-],6%,9,1%,18%,-6%,-4%,-1%,-6%,-5%,-2%,-1%
O=C(N/N=C/c1c(Cl)cccc1Cl)c1ccc(F)cc1,u,-8,-5%,-17%,-14%,-2%,26%,5%,7%,-6%,-2%
CCOC(=O)C(Cc1ccc(N)cc1)N1C(=O)c2ccccc2C1=O (stereo not given),-1%,-4,-1%,-9%,-2%,2%,-2%,x,2%,0%,3%
O=C(O)COc1c(Cl)cc(/C=C2/NC(=O)NC2=O)cc1Br,-3%,1,4%,-2%,-1%,3%,-8%,-4%,3%,-1%,0%
COc1ccc(N=C2CCCN2CC(N)=O)cc1,-1%,-4,-6%,2%,13%,3%,-9%,-2%,1%,-8%,-1%
Cc1nn(CC(=O)NCCc2ccc(Cl)cc2Cl)c(C)c1[N+](=O)[O-],-1%,-2,-1%,6%,0%,15%,3%,-1%[46.1 µM],0%,15%,1%
COc1ccc2sc(-c3ccccc3OC)c(-c3ccc(OCCN4CCCC4)cc3)c2c1,-2%,-1,2%,-2%,-19%,x,8%,16%,0%,8%,-18%
Nc1cc(=O)nc(SCC(=O)N2CCN(c3ccccc3)CC2)n1-c1ccc(F)cc1,0%,9,-5%,19%,-5%,-2%,1%,2%,-6%,-3%,4%
CCOC(=O)/C=C1\SCC(=O)N1CC(=O)NC1CCCCC1,3%,4,-4%,-4%,-4%[15.4 µM],0%,0%,1%,-6%,6%,-1%
C(=C\c1nc(-c2cccnc2)no1)/c1ccccc1,-12%,8,0%,-25%,0%,-5%,u,4%,0%,0%,9%
S=c1[nH]nc(COc2cccc3ccccc23)n1Cc1ccccc1,-6%,-9,-2%,-4%,6%,-2%,-3%,-4%,-2%,-12%,-3%
O=C(COC(=O)CCCN=C1NS(=O)(=O)c2ccccc21)NNC(=O)c1ccccc1,1%,13,0%,5%,4%,4%,24%,3%,2%,-2%,4%
O=C1N(CC(=O)N2CCc3ccccc32)CCN1Cc1ccccc1Cl,-1%,3,-6%,-21%,30%,7%,u,-3%,0%,x,0%
C/C=C/c1ccc(OCCSc2nc(C)cc(=O)[nH]2)c(OC)c1,u,-4,-3%,0%,13%,2%,u,x,-4%,-4%,-8%
N#C/C(=N\Nc1ccccc1F)C(=N)N1CCCCC1,-9%,-4,2%,4%,10%,-3%,u,-2%[46.1 µM],3%,-6%,-15%
C=CCN(CC(=O)O)S(=O)(=O)c1ccccc1C(F)(F)F,3%,9,0%,7%,0%,-5%,-12%,-3%,1%,2%,1%
COc1cccc(NC(=O)CN(C)C(=O)C2CCN(C(=O)c3ccccc3C)CC2)c1,4%,5,0%,17%,-22%,0%,3%,2%,-10%,-1%,1%
c1ccc2c(NCCCN3CCOCC3)c3ccccc3nc2c1,u,-26,x,x,5%,6%,u,x,-4%,1%,x
O=C(COC(=O)Cn1cnc2ccccc21)Nc1ccc2c(c1)OCCO2,1%,-11,0%,5%,-10%,-5%,11%,-4%,3%,13%,0%
O=C(CCCSc1nc2ccccc2[nH]1)NCc1ccco1,-11%,6,-5%,45%,-13%,-5%,14%,x,2%,5%,2%
CN(Cc1ccccc1)S(=O)(=O)c1ccc(Cl)c(C(=O)O)c1,-7%,2,-2%,16%,5%,4%,8%,-7%,0%,0%,6%
CCOC(=O)N1CCN(C(=O)CN(c2ccc(OC)c(OC)c2)S(C)(=O)=O)CC1,-1%,11,-2%,28%,-1%,-2%,12%,2%,0%,-1%,7%
O=C(COC(=O)c1ccc([N+](=O)[O-])cc1Cl)NCc1ccco1,u,-1,1%,-19%,-3%,-2%,u,10%,-3%,10%,0%
COC(=O)c1cccc(NC(=O)CCCOc2cccc(C)c2)c1,-16%,-5,-1%,3%,9%,5%,0%,-5%,0%,x,-9%
O=C(O)c1ccc2c(c1)CCC2,-2%,11,0%,-16%,24%,4%,13%,1%,6%,5%,-1%
CCOC(=O)C1CCCN(CC(=O)Nc2c(C(=O)OC)[nH]c3ccc(C)cc23)C1 (stereo not given),-8%,-7,-4%,18%,0%,5%,u,x,6%,4%,13%
CCCc1c(C)c(C#N)c2nc3ccccc3n2c1NCCCN1CCOCC1,10%,12,-5%,-15%,1%,1%,u,0%,6%,-7%,259%[activator]
Cc1ccc(CNC(=O)CSc2nccn(-c3ccc(C)c(F)c3)c2=O)cc1,-6%,-1,0%,10%,8%,-1%,21%,4%,1%,4%,63%
COc1ccc(NC(=O)CSc2ccc3ccccc3c2)cc1S(=O)(=O)N1CCCCC1,-7%,-31,6%,-37%,-5%,4%,u,0%[46.1 µM],11%,9%,u
O=C(NCc1cccs1)C1CC1,0%,4,0%,3%,6%,5%,-1%,12%,-4%,3%,-5%
CC(=O)c1ccccc1NC(=O)c1cc(S(=O)(=O)N2CCOCC2)ccc1N1CCCC1,0%,-4,-3%,-23%,-4%,5%,u,x,0%,0%,-2%
O=C(OCn1nnc2ccccc2c1=O)C1=COCCO1,-6%,-5,-5%,0%,0%,-5%,8%,1%,1%,-2%,0%
CCOC(=O)c1ccc(NC(=O)N2CCN(Cc3ccccc3)CC2)cc1,u,-29,-1%,-33%,-7%,2%,-3%,-1%,0%,5%,2%
CC(NC(=O)c1ccco1)C(=O)N1CCN(c2cccc(C(F)(F)F)c2)CC1 (stereo not given),-3%,x,-5%,22%,-6%,0%,-10%,7%,u,-2%,9%
COc1ccc(CCC(=O)OCC(=O)NCc2ccc(OC)c(OC)c2)cc1OC,-11%,x,-3%,-3%,-2%,x,u,5%,5%,5%,3%
O=C(/C=C/c1cccc(Cl)c1)NCCc1ccccc1,u,-20,-4%,22%,-30%,19%,u,2%[46.1 µM],6%,0%,6%
O=C(COC(=O)COc1ccccc1F)Nc1ccc2c(c1)OCO2,10%,x,-4%,u,-11%,1%,9%,-3%,-3%,15%,-1%
O=C(CN1C(=O)NC2(CCCC2)C1=O)NCc1ccco1,-1%,-5,1%,2%,4%,x,19%,-3%,8%,2%,2%
COCc1cc(CNC(=O)C2CCC(=O)N(Cc3ccccc3F)C2)[nH]n1 (stereo not given),-1%,8,-2%,10%,-13%,1%,21%,12%,-1%,8%,6%
Cc1c(C(=O)N2CCCCC2)c(S(=O)(=O)Nc2ccc(F)cc2F)c(C)n1C,0%,16,1%,8%,1%,-4%,8%,-2%,5%,-1%,0%
